MmCpn inh = Inhibitors of TCP-1 ring complex (TRiC) of Methanococcus maripaludis (MmCpn): qHTS. Chaperonin Mm-Cpn (Methanococcus maripaludis). purified Mm-Cpn ATPase, ADP Transcreener TR-FRET. Potency, µM (top dose mostly 76.9 µM), for the others: at the top dose activity, negative = inhibition, most hits filed as inhibitors. actives 0.031% (n = 330,000); further: potency means the concentration at half of the fitted maximal effect; on the % scale 0 is the no-effect control and ±100 the full control effect; nearly all actives have a fitted effect of over 80% in size
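TR-FRET (320 nm excitation; 590 and 665 nm emission) reports ADP made from 10 uM ATP by 25 nM enzyme; compounds were preincubated 10 min, reaction run 30 min, both at 37°C.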
Akt phos inh = HTS Assay for Inhibitors of Akt Phophorylation: Primary Screen; AID 651550, 2012; activity change, % for hits at 50 µM; actives 0.32% (n = 360,000); Neuro2A IGF-stimulated pAkt S473 HTRF, 20 min; active compounds read low; in the data active means activity change below about -80%; inconclusive means mostly about -51% to -80%; further: on the % scale 0 is the no-effect control and ±100 the full control effect
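Single-point screen (50 µM final compound) in Neuro2A cells stimulated 20 min with 6 nM IGF at 37 deg C. After lysis, Ser473-phosphorylated Akt read by HTRF (ex 330 nm, em 615/665 nm) as the 665/615 ratio.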
Nrf2 block = Nrf2 qHTS screen for inhibitors. A549 ARE-Fluc reporter, luciferase luminescence, 18-24 h. actives 2.1% (n = 360,000). Potency, µM (series often up to 46 µM), for inactives: at the highest dose activity change, negative = inhibition, hits mostly inhibitors. AID 504444, 2011; further: potency means the concentration at half of the fitted maximal effect; on the % scale 0 is the no-effect control and ±100 the full control effect; nearly all actives have a fitted effect of over 60% in size
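Quantitative HTS in A549 cells stably bearing an antioxidant response element-firefly luciferase construct. Inhibition of Nrf2-driven transcription was scored by luminescence after 18-24 h of compound exposure at 37 °C.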
TGFb inhibitor = qHTS for Inhibitors of TGF-b | HepG2 CAGA-GFP TGF-b/SMAD3 reporter, GFP fluorescence, 18 h; TGF-beta stimulated, 500 pg/mL final | Potency, µM (series often up to 46.1 µM), inactives show top-dose activity, negative = inhibition, most hits filed as inhibitors | actives 1.2% (n = 410,000) | AID 588855, 2011; further: potency means the concentration at half of the fitted maximal effect; on the % scale 0 is the no-effect control and ±100 the full control effect; nearly all actives have a fitted effect of over 65% in size
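Smad-responsive CAGA-GFP expression was quantified in HEPG2 cells exposed to compounds and 500 pg/mL final TGF-beta for 18 h at 37 degrees C; unstimulated wells defined full inhibition.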
HepG2 viability = qHTS for Inhibitors of TGF-b: Cytotox Counterscreen; HepG2 CAGA-GFP viability, ATP luminescence, 18 h; Potency, µM (titrated, usually from 46.1 µM), without a hit: at the highest dose activity change, negative = cytotoxicity, actives largely listed as cytotoxic; actives 0.76% (n = 410,000); further: potency means the concentration at half of the fitted maximal effect; some results filed as inactive show a strong effect at the top dose
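HepG2 CAGA-GFP cells (1000/well, DMEM with 1% FBS) received compound, then TGF-beta at 500 pg/mL final, and were incubated 18 hours at 37 degrees C. Viability was read by CellTiter-Glo luminescence. Media-only wells were set as complete cell-killing and DMSO as no toxicity.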
A549 tox = Nrf2 qHTS screen for inhibitors: counterscreen for cytotoxicity; AID 504648, 2011; A549 ARE-Fluc cells, CellTiter-Fluor viability, 18-24 h; Potency, µM (highest dose often 46 µM), for the others: top-dose activity change, negative = cytotoxicity, usual class: inhibitors; actives 0.16% (n = 390,000); further: potency means the concentration at half of the fitted maximal effect; on the % scale 0 is the no-effect control and ±100 the full control effect
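A549 ARE-Fluc cells in 5% FBS OPTI-MEM, 5000 cells/well, rested 2 h then exposed to compounds in concentration-response for 18-24 h at 37 °C. Viability by CellTiter-Fluor fluorescence (Ex 405/Em 525) after 30 min; luciferase luminescence (BugLite, 15 min, RT) read afterwards.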
Nrf2 activator = qHTS of Nrf2 Activators | actives 0.31% (n = 410,000) | AID 624171, 2012 | Potency, µM (highest dose often 46.1 µM), inactives show at the highest dose activation, hits mostly activators | AREc32 ARE-luciferase reporter (MCF7-derived line), luminescence, 24 h; further: potency means the concentration at half of the fitted maximal effect; % of control where 0% means no effect; nearly all actives have a fitted effect of over 65% in size
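For detection, Steady-Glo was added and plates sat 30 min at RT; before that, AREc32_Fluc cells grown overnight in OPTI-MEM/5% FBS had been treated with 23 nL compound for 24 hr at 37 deg C.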
S2 tox = Viability Counterscreen for Primary qHTS for Inhibitors of ATXN expression. S2 cells (HEK-293 line with an ATXN2-luciferase reporter) viability, CellTiter-Fluor protease fluorescence, 24 h. Potency, µM (top dose mostly 56.7 µM), usual class: cytotoxic. actives 0.49% (n = 400,000); further: potency means the concentration at half of the fitted maximal effect; nearly all actives have a fitted effect of over 40% in size
CCT modulator = High-Throughput Screening for Modulators of Cytosolic Chaperonin Activity; purified chaperonin ATPase assay, HTRF ADP detection, 30 min; activity change, % (test concentration not listed), hits read low; actives 0.3% (n = 360,000); AID 651819, 2012; in the data active means activity change below about -30%; further: on the % scale 0 is the no-effect control and ±100 the full control effect
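ATPase activity: ADP formed was measured by HTRF Transcreener (665/615 nm ratio) after 30 min at 37 deg C with 10 uM ATP. Compounds screened at one 76 uM concentration against 40 or 20 nM TRiC in Tris pH 7.4/KCl/MgCl2/DTT buffer.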
* = called active by the depositor; i = inactive; ? = inconclusive; · = no result given. Unless noted, the call rests on the fitted dose curve; in most records, active means well fitted curve in the direction sought with a large enough effect; inconclusive means small, poorly fitted or top-dose-only effect, or another doubt; inactive means no such curve, though single readings can be large; an effect the other way counts as inactive or inconclusive.

The line under a structure holds: MmCpn inh	Akt phos inh	Nrf2 block	TGFb inhibitor	HepG2 viability	A549 tox	Nrf2 activator	S2 tox	CCT modulator
> CC(NC(=O)c1ccncc1)c1ccc(Br)cc1 (stereo unspecified)
 : ·	i	-1%	-2%	-13%	4%	0.2%	i	-1.4
> COc1cccc(NC(=O)C2CCN(S(=O)(=O)c3ccc4[nH]c(=O)ccc4c3)CC2)c1
 : -2%	i	-16%	4%	-11%	7%	1.9%	i	-0.9
> COc1ccc(OCC(O)CNc2ccc(Br)cc2)cc1 (stereo unspecified)
 : 1%	i	-26%	-17%	-18%	-25%	0.6%	i	-1.6
> COc1cccc(NS(=O)(=O)c2ccc3[nH]cc(C(=O)NCCCOC(C)C)c(=O)c3c2)c1
 : -12%	i	-4%	-4%	-25%	-3%	0.1%	i	-2.6
> COc1ccc(COC(=O)c2ccc(N3CCCC3=O)cc2)cc1F
 : 1%	i	-3%	0%	-25%	·	0.3%	i	-0.5
> CSCCC(NS(=O)(=O)c1ccc(Cl)cc1)C(=O)OCC(=O)NC12CC3CC(CC(C3)C1)C2 (stereo unspecified)
 : 0%	i	-22%	?	-25%	-10%	2.2%	i	-0.1
> O=C(CNc1ccc2ccccc2c1)N/N=C/C=C/c1cccc([N+](=O)[O-])c1
 : 0%	i	?	-18%	-14%	-11%	0.7%	i	-0.3
> CSCc1cc(N2CCOCC2)nc(-c2ccccc2)n1
 : 0%	i	-1%	1%	-12%	-2%	-0.3%	i	0.3
> O=C(CCC1CCCC1)Nc1cc(Cl)ccc1N1CCOCC1
 : 4%	i	?	4%	-5%	-18%	0.8%	i	2.9
> N=C1/C(=C\c2ccc(OC(=O)c3ccco3)cc2)C(=O)N=C2SC(N3CCCCC3)=NN12
 : 1%	i	6%	-8%	-13%	7%	13%	i	-0.4
> COc1ccc(-c2noc(C3CC(=O)N(c4ccccc4)C3)n2)c(OC)c1 (stereo unspecified)
 : ·	·	26%	20%	4%	6%	4.9%	i	·
> c1ccc(-c2nnc(-c3ccco3)n2-c2ccccc2)cc1
 : -3%	i	-17%	-19%	-4%	-2%	0.2%	i	1.9
> COc1ccc(CCN(C(=O)c2ccc(F)cc2)C2=CC3CCC(C2)N3C)cc1OC (stereo unspecified)
 : ?	i	7%	1%	1%	0%	0.1%	i	-0.9
> Cc1ccc(NC(=O)C2CC2C)c(Cl)c1 (stereo unspecified)
 : -3%	i	24%	14%	37%	4%	0.0%	i	-1.2
> CCCOc1ccc(C(=O)Nc2ccc(S(=O)(=O)NC3=NCCCCC3)cc2)cc1
 : -3%	i	18µM*	0%	0.32µM*	-9%	1.9%	i	-0.3
> CC(Sc1nncn1C)C(=O)Nc1ccc(N2CCCCC2)cc1 (stereo unspecified)
 : -2%	i	9%	9%	8%	1%	-3.3%	i	-0.6
> CCOC(=O)Cn1c(=O)c2c(nc3n2CCN3c2ccc(CC)cc2)n(C)c1=O
 : ·	·	?	·	0%	-8%	0.4%	·	·
> O=C(CNC(=O)c1ccc(Cl)cc1)NCCCn1ccnc1
 : -1%	i	17%	-12%	-8%	7%	0.3%	i	0.6
> COC(=O)/C(=C\c1cccnc1)NC(=O)c1ccc(OCc2ccccc2)cc1
 : -4%	i	16µM*	-10%	-1%	-2%	0.4%	i	1.0
> CCOC(=O)C1CCCN(C(=O)c2ccc(S(=O)(=O)N3CCOCC3)cc2)C1 (stereo unspecified)
 : 0%	i	-3%	-4%	-19%	3%	-1.2%	i	-1.1
> COC(=O)C1CCN(c2csc3ccc(C)cc3c2=O)CC1
 : ·	·	·	9%	3%	-26%	-0.7%	?	·
> CCOc1ccc(-n2c(=S)sc3c(=O)[nH]c(SCC(=O)NC(C)CC)nc32)cc1 (stereo unspecified)
 : -1%	i	-3%	-1%	9%	-6%	-0.4%	i	-0.6
> Cc1nn(Cc2ccccc2)c(Cl)c1C(=O)NCc1ccc(C)n1C
 : -2%	i	-12%	-4%	0%	-8%	-0.5%	?	-1.7
> Cn1nnnc1SCCNCc1ccc(F)cc1
 : ·	·	·	?	2%	-1%	4.9%	i	·
> O=C1N=C2SCCN2/C1=C\c1ccc(Cl)cc1
 : 0%	i	?	0%	-28%	-27%	3.7%	i	-1.7
> CCOc1ccc(CN2CCNC(=O)C2CC(=O)NCCCn2ccnc2)cc1 (stereo unspecified)
 : 0%	i	8%	-8%	-13%	-3%	0.1%	i	-1.0
> Cn1c(C(=O)O)cc2c(=O)n3ccccc3nc21
 : -8%	i	-27%	-16%	-20%	?	-0.8%	·	-0.2
> COc1ccc(NC(=O)c2cnc(N3CCCC3)nc2)cc1OC
 : ·	·	·	-6%	2%	-2%	4.4%	i	·
> NNC(=O)c1nn(-c2ccc(Cl)cc2)ccc1=O
 : -2%	i	?	13%	-10%	·	-0.2%	i	0.6
> Cc1cc(C)c(OCCCCCn2ccnc2)c(C)c1
 : -2%	i	?	-28%	-25%	8%	3.5%	i	0.0
> O=C1NC2(CCCCC2)C(=O)N1CC(=O)N(Cc1ccccc1)c1ccccc1
 : -1%	i	?	-9%	2%	-11%	0.0%	i	-0.7
> COc1ccc(CNC(=O)CN2CCN(S(=O)(=O)c3cc(Br)ccc3Br)CC2)cc1OC
 : -2%	i	-5%	?	0%	0%	2.2%	i	-0.3
> COc1ccc(OC)c2[nH]c(=O)c(CCNC(=O)c3ccc(Br)o3)cc12
 : -2%	i	-13%	-13%	-32%	-3%	-0.1%	i	2.9
> O=C(c1ccc(SCc2ccco2)c([N+](=O)[O-])c1)N1CCOCC1
 : 2%	i	26%	-15%	-69%	8%	0.7%	i	-1.1
> CCN(CC)C(=O)Cn1cc(C(=O)C(=O)NCc2ccco2)c2ccccc21
 : -2%	i	-7%	-2%	3%	-3%	3.0%	i	-3.4
> CCOC(=O)CNC(=O)CSc1nc2cccnc2n1C
 : 0%	i	12%	18%	-12%	17%	-0.3%	i	0.0
> Cc1cc(C)c(C)c(S(=O)(=O)N2CCN(C(=O)C3CSC4(C)CCC(=O)N34)CC2)c1C (stereo unspecified)
 : 1%	i	-10%	-13%	5%	15%	0.9%	i	-1.0
> CCc1ccc(-c2nn[nH]n2)cc1
 : -2%	·	?	-15%	6%	-9%	-0.3%	i	-0.6
> CCN(CC(=O)NC(C)(C)C)C(=O)c1ccc(Br)cc1
 : -1%	i	?	14%	4%	1%	-0.5%	i	-2.8
> Cc1nc2sc3c(c2c(=O)n1NC(=O)CCl)CCCC3
 : -2%	i	-11%	3%	-9%	-5%	20%	i	-0.2
> Cc1c(NC(=O)c2ccc(NS(=O)(=O)c3ccccc3)cc2)c(=O)n(-c2ccccc2)n1C
 : -8%	i	12%	-16%	-10%	9%	0.3%	i	-2.5
> CNC[C@H]1Oc2c(NS(=O)(=O)c3ccc(OC)cc3)cccc2C(=O)N([C@H](C)CO)C[C@H]1C
 : -1%	i	5%	4%	7%	-2%	0.5%	i	-0.8
> COc1cc(OC)cc(-c2c(C#Cc3ccsc3)c3cc(-c4ccc5[nH]ccc5c4)ccc3n2C)c1
 : -12%	i	2%	1%	-10%	-9%	2.0%	i	-1.0
> CCCNC(=S)N1CCN(c2nc(-c3cccc(OC)c3)cs2)CC1
 : -15%	i	?	-31%	-31%	-10%	2.8%	?	1.9
> CC(O)(C#CCN1CCCCC1)c1ccccc1 (stereo unspecified)
 : 0%	i	-14%	-26%	-16%	-3%	-0.3%	i	-0.8

An excerpt of the results above, as a working copy:
The line under a structure holds: MmCpn inh	Akt phos inh	Nrf2 block	TGFb inhibitor	HepG2 viability	A549 tox	Nrf2 activator	S2 tox	CCT modulator
> O=C1NC2(CCCCC2)C(=O)N1CC(=O)N(Cc1ccccc1)c1ccccc1
 : -1%	i	?	-9%	2%	-11%	0.0%	i	-0.7
> COc1ccc(CNC(=O)CN2CCN(S(=O)(=O)c3cc(Br)ccc3Br)CC2)cc1OC
 : -2%	i	-5%	?	0%	0%	2.2%	i	-0.3
> COc1ccc(OC)c2[nH]c(=O)c(CCNC(=O)c3ccc(Br)o3)cc12
 : -2%	i	-13%	-13%	-32%	-3%	-0.1%	i	2.9

(next part)
The line under a structure holds: MmCpn inh	Akt phos inh	Nrf2 block	TGFb inhibitor	HepG2 viability	A549 tox	Nrf2 activator	S2 tox	CCT modulator
> CC(SCc1ccccc1)C(=O)Nc1ccccc1Br (stereo unspecified)
 : 1%	i	?	6%	1%	12%	0.0%	i	1.1
> COC(=O)[C@@]12CCCCN1[C@H](c1ccc(-c3ccc(Cl)c(Cl)c3)cc1)[C@H]1C(=O)N(C)C(=O)[C@H]12
 : -4%	i	-3%	11%	-19%	0%	0.5%	i	-4.0
> CCOc1c2ccc(C(=O)NCc3ccc4c(c3)OCO4)cc2nn1CC
 : -6%	i	-15%	?	-33%	-2%	-0.8%	i	-1.7
> O=C(O)CC1c2ccccc2CCN1C(=O)Nc1cc(Cl)ccc1Cl (stereo unspecified)
 : ·	·	·	29%	10%	4%	0.5%	·	·
> COC(C(=O)NCc1ccc(C)cc1)c1ccccc1 (stereo unspecified)
 : 2%	i	·	-14%	1%	4%	-0.3%	i	-0.2
> COc1ccc(NC(=O)Cn2c(CCC(=O)O)ccc2-c2ccccc2)cc1Cl
 : ·	·	20%	·	-2%	-1%	4.4%	·	·
> CC(=O)NC(=S)Nc1ccc(N2CCOCC2)c(S(=O)(=O)Nc2cc(Cl)ccc2Cl)c1
 : -2%	i	7%	-18%	-16%	0%	-0.2%	i	0.2

High-throughput results (PubChem BioAssay)
